Assay outcomes deposited in PubChem BioAssay by National Center for Advancing Translational Sciences (NCATS).
JMJD2E inh: inhibitors of human JMJD2E histone demethylase; Potency, µM (highest dose often 57.1 µM), for inactives: at the top dose activity change, negative = inhibition, most hits filed as inhibitors; 230,000 compounds, 1.6% hits; B2RXH2; AID 2147; JMJD2E catalytic domain, FDH-coupled NADH fluorescence (FDH is formaldehyde dehydrogenase); active = well fitted inhibition curve with a large enough effect, not every such curve was filed as active; inconclusive = small, poorly fitted or top-dose-only effect, or another doubt; inactive = no such curve, though single readings can be large or run the other way;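 also: 0% = wells with enzyme and -100% = buffer wells without enzyme; nearly all actives have a fitted effect of over 50% in size; many of its hits are not listed in these tables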
Target sequence (B2RXH2 1-337 limits assumed): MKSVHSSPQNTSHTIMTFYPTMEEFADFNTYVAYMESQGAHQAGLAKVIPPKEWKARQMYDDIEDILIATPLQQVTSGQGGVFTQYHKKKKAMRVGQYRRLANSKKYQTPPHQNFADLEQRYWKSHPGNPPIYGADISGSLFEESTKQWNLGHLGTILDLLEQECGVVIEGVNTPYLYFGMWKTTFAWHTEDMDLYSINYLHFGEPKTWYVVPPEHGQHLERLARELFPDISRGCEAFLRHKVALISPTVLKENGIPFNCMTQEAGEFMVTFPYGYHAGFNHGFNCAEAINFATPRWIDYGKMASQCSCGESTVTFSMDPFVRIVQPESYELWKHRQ
Lamin A splicing: modulators of lamin A splicing; 200,000 compounds, 0.01% hits; Potency, µM (doses to about 46.1 µM), for the others: at the top dose ratio change, negative = inhibition, hits mostly inhibitors; HeLa LMNA splicing GFP/RFP minigene ratio, 48 h; AID 1487; active = well fitted inhibition curve with a large enough effect in the signal ratio, with a control signal flat, not every such curve was filed as active; inconclusive = small, poorly fitted or top-dose-only effect, or effect the other way, or a change in a side signal; the % refers to the signal ratio; also: % is scaled to controls: 0 for no effect and ±100 for the full control effect
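S3 HeLa stable clones carrying a lamin A-EGFP splicing minigene plus DsRed2 were seeded at 600 cells/well in Opti-MEM with 2% FBS, pin-dosed and incubated 48 h at 37°C. Acumen cytometry (488 nm) gave the GFP/RFP total-intensity ratio.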
SMN2 splice enh: increases expression of the SMN2 splice variant | 210,000 compounds, 2.8% hits | AID 1458 | Potency, µM (top dose mostly 46.1 µM), inactives show at the highest dose activity change, positive = activation, actives largely listed as activators | HEK293 SMN2-luciferase splicing reporter, luminescence, 30-36 h; also: % of control where 0% means no effect; nearly all actives have a fitted effect of over 55% in size
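HEK293 cells carry an SMN2 minigene-luciferase reporter in which exon 7 inclusion puts luciferase in frame. Cells were seeded at 2000 cells/well, attached for 10-12 hours, then exposed to compounds for 30-36 hours at 37C before ONE-Glo luminescence.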
RECQ1 helicase: blocks DNA unwinding by human RECQ1; RECQ1 DNA unwinding, red fluorescence kinetic read; 240,000 compounds, 0.54% hits; P46063; AID 2549; Potency, µM (top dose mostly 57.3 µM), for the others: at the top dose activity, negative = inhibition, actives largely listed as inhibitors;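 also: plate controls were vehicle for no effect and no enzyme for full effect; nearly all actives have a fitted effect of over 30% in size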
Target sequence (P46063 whole entry, looked up): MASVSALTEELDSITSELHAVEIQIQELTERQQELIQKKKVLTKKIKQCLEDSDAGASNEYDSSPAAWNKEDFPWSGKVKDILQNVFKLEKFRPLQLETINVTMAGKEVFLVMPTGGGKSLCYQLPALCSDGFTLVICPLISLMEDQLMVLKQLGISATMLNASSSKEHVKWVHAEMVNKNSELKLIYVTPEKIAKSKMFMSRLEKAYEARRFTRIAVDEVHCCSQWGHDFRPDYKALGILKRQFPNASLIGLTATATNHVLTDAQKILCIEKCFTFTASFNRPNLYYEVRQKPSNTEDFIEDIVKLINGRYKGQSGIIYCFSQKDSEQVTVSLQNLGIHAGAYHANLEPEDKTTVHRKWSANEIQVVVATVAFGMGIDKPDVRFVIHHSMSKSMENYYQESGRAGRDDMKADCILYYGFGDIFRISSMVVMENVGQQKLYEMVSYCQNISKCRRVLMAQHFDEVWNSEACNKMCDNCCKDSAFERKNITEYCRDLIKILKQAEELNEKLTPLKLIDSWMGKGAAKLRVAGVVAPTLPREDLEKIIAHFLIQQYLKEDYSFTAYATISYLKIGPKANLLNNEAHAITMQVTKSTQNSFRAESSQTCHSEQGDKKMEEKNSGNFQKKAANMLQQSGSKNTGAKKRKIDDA
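50 nM RECQ1T1 preincubated 15 min with compound in Tris pH 8.0 buffer with MgCl2, DTT, Tween-20 and 2.5 ug/ml poly(dI-dC); started with 200 nM TAMRA/BHQ-2 forked duplex and 2 mM ATP. Unwinding read as fluorescence (525/598 nm), two reads 2 h apart.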
TRb-SRC2 inh: disrupts binding of human TR beta to SRC2; TRbeta-SRC2 peptide binding, fluorescence polarization; receptor liganded with 1 µM T3; Potency, µM (titrated, usually from 106 µM), for inactives: at the highest dose activity change, negative = inhibition, hits mostly inhibitors; AID 1469; 280,000 compounds, 0.065% hits; P10828;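 also: plate controls were bound peptide for no effect and peptide without receptor for full effect; nearly all actives have a fitted effect of over 50% in size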
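Human TRb LBD (0.6 uM) plus Texas Red-labeled SRC2 peptide (20 nM), 1uM T3, 5% DMSO, 5 hr at ambient temperature. Decreased polarization (555/632 nm) flags inhibition; data normalized to free and bound peptide controls.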
TR SRC2 fluor cs: alters Texas Red total fluorescence, flagging assay interference; Potency, µM (series often up to 106 µM), without a hit: at the top dose fluorescence change, negative = quenching; TRb/SRC2 Texas Red total fluorescence interference; 280,000 compounds, 0.29% hits; active = well fitted curve in either direction with a large enough effect; inconclusive = small, poorly fitted or top-dose-only effect; also: % is scaled to controls: 0 for no effect and ±100 for the full control effect
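Flags fluorescent or light-absorbing compounds by total fluorescence, S + 2P, at 555 nm excitation and 632 nm emission. Mixture: 20 nM Texas Red SRC2 peptide, 0.6 uM human TRb LBD, 1 uM T3, 5% DMSO; compound exposure 5 h at ambient temperature.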
ALDH1A1 block: ALDH1A1 (human) enzyme inhibition; Purified ALDH1A1, NADH fluorescence, propionaldehyde substrate; AID 1030; 220,000 compounds, 7.3% hits; P00352; Potency, µM (top dose mostly 75.3 µM), without a hit: at the top dose activity, negative = inhibition, most hits filed as inhibitors; active = well fitted inhibition curve with a large enough effect, not every such curve was filed as active; inconclusive = small, poorly fitted or top-dose-only effect, or another doubt; inactive = no such curve, though single readings can be large or run the other way;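 also: plate controls were no enzyme wells and a reference inhibitor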
GoLoco inh red: RGS12 GoLoco-Gai1 interaction inhibition; P63096; Gai1:RGS12 GoLoco peptide FP, rhodamine, 10 min; Potency, µM (doses to about 61.6 µM), inactives show at the highest dose activity, negative = inhibition, actives largely listed as inhibitors; 230,000 compounds, 0.44% hits; AID 880; active = well fitted inhibition curve with a large enough effect, not every such curve was filed as active; inactive = no such curve, though single readings can be large or run the other way; also: % is scaled to controls: 0 for no effect and ±100 for the full control effect; nearly all actives have a fitted effect of over 30% in size; many of its hits are not listed in these tables
* marks the source's active call; other numbers are inactive results; i = inactive; ? = inconclusive; nt = not tested or not shown; [ ] = another dose, or the depositor's remark. Unless noted, calls follow the shape of the dose curve; as a rule, active = well fitted curve in the direction sought with a large enough effect; inconclusive = small, poorly fitted or top-dose-only effect, or another doubt; inactive = no such curve, though single readings can be large; an effect the other way counts as inactive or inconclusive. Potency is read from the fitted curve at half-maximal effect. This is a subset; the hit share may differ from the screen's.

Values run as follows: TRb-SRC2 inh	SMN2 splice enh	ALDH1A1 block	JMJD2E inh	GoLoco inh red	RECQ1 helicase	Lamin A splicing	TR SRC2 fluor cs
- COc1cccc2cc(C(=O)N3CCN(C/C=C/c4ccccc4)CC3)c(=O)oc12
    10%	-12%	?	-10%	0%	3%	-3%	-1%
- COc1ccc(COC(=O)N/N=C2/C[C@@H](O)[C@@H](O)[C@@H]3[C@@H]4C(=O)N(C5CCCCC5)C(=O)[C@H]4CC[C@@H]23)cc1
    -2%[11.2 µM]	nt	-5%[13.5 µM]	nt	nt	i[11.5 µM]	nt	-32%[11.2 µM]
- O=[N+]([O-])c1cc(-c2nc3nc4ccccc4nc3n2CCc2ccccc2)cc([N+](=O)[O-])c1
    -7%	-10%	-9%	8%	5%	7%	19%	-1%
- CCN1C(=O)C(CC(=O)Nc2ccc(OC)cc2)N(Cc2cccnc2)C1=S (stereo not drawn)
    -13%	2%	?	1%	8%	5%	3%	1%
- Cn1cccc1C(=O)OCC(=O)Nc1ccc2c(c1)CCC2
    -3%	20%	2%	0%	0%	6%	?	-6%
- Cc1cc(=O)oc2ccc(OCC(=O)O)cc12
    -4%	3%	?	?	2%	0%	11%	-3%
- Cc1nnc(SCC(=O)Nc2ncc3c(n2)CC(C)(C)CC3=O)s1
    -18%	-22%	-1%	4%	4%	13%	3%	-1%
- O=C(NCCCN1CCOCC1)NC12CC3CC(CC(C3)C1)C2
    -4%	9%	-3%	12%	-8%	0%	10%	-7%
- CCN(CCn1cccn1)Cc1ccccc1OCC(O)CN1CCc2ccccc2C1 (stereo not drawn)
    -10%	nt	0%	-8%	3%	i	nt	-5%
- N#C/C=C1\n2c(nc3ccccc32)OC12CCCCC2
    -5%	-7%	3%	8%	2%	-13%	12%	-2%
- COc1ccc(C(=O)O/N=C(\C)c2ccccc2)cc1
    3%	-3%	0%	-3%	4%	-3%	2%	-1%
- Cc1ccc(C)c(OCC(O)CN2C(C)CCCC2C)c1 (stereo not drawn)
    -11%	-4%	6%	0%	2%	-2%	2%	-1%
- COc1ccc(OCC(=O)NNC(=O)CCc2ccccc2)cc1
    7%	-1%	3%	-8%	46%[activator]	i	nt	-1%
- CS(=O)(=O)N(CC(=O)NCc1ccco1)c1ccccc1Cl
    11%	12%	-2%	2%	14%	i	?	0%
- CNC(=O)c1ccccc1
    3%	4%	-4%	nt	2%	19%	nt	-1%
- CN(C)CCCN(C(=O)C1COc2ccccc2O1)c1nc2ccc(F)cc2s1 (stereo not drawn)
    0%	-22%	6%	2%	-7%	-15%	12%[9.22 µM]	-2%
- Cc1ccc(S(=O)(=O)NC(=O)Nc2cc(C(C)(C)C)on2)cc1
    2%	nt	1%	5%	3%	-1%	nt	-4%
- COC(=O)[C@@]1(Cc2ccc(F)cc2)[C@@H]2C(=CC(=O)[C@H]2CC(=O)C(=O)N2CCCC2)CN1C(=O)c1ccccc1
    -5%	-99%[inhibitor]	-6%	-28%	9%	-2%	nt	-3%
- Cc1cc(C)c(S(=O)(=O)c2ccccc2C)c(Cl)n1
    -5%	-5%	-2%	7%	4%	i	0%	0%
- CC1(C)CC(=O)C=C(N2CCN(C3=CC(=O)CC(C)(C)C3)CC2)C1
    -5%	-10%	20µM*	6%	14%	-5%	6%	0%
- CCOC(=O)c1c(C)[nH]c(C)c1C(=O)CN1C(=O)NC(CC(C)C)C1=O (stereo not drawn)
    -3%	7%	7%	3%	-24%	1%	-4%	1%
- O=[N+]([O-])c1ccc(COc2cccnc2)cc1
    -4%	-15%	3%	7%	-4%	0%	-1%[9.22 µM]	0%
- CCC(=O)N1CCc2cc(S(=O)(=O)CCC(=O)NCc3cccs3)ccc21
    5%	0%	13%	1%	0%	i	-9%	2%
- CCCC1=NN2C(=N)/C(=C\c3cc(C)n(Cc4ccccc4)c3C)C(=O)N=C2S1
    -2%	nt	10%	?	5%	i	3%[46 µM]	-6%
- Nc1nc(NCc2ccccc2)nc(Nc2cccc(F)c2)c1[N+](=O)[O-]
    0%	-13%	-1%	2%	12%	-12%	0%	1%
- C=CCn1c(-c2sccc2C)n[nH]c1=S
    -7%	-15%	-1%	-14%	9%	-2%	11%	-2%
- CCOC(=O)N1CCN(C(=O)c2ccc3c(=O)n(Cc4ccc(Cl)cc4)c(=S)[nH]c3c2)CC1
    4%	-18%	10µM*	4%	19%	-19%	?	-2%
- N#Cc1ccccc1-c1ccc2ncnc(NCc3ccccc3)c2c1
    nt	nt	?	nt	15%	i	7%	nt
- C=CCN1C(=O)C(O)(CC(=O)c2ccco2)c2cc(Br)ccc21 (stereo not drawn)
    -8%	20%	7.9µM*	1%	2%	i	nt	0%
- O=C(O)c1ccc(Nc2ncnc3c2cnn3Cc2ccccc2)cc1
    4%	2%	?	?	10%	-11%	1%[9.22 µM]	-5%
- Cc1ccc(NC(=S)NCC2CCCO2)c(OC(F)F)c1 (stereo not drawn)
    -8%	18%	?	5%	5%	-10%	-10%	-1%
- CCc1ccc(NC(=O)C(CC)Sc2nc3cc4c(cc3c(=O)n2Cc2ccco2)OCO4)cc1 (stereo not drawn)
    2%	-15%	0.4µM*	-5%	2%	-5%	20%	-1%
- CC(=O)Nc1ccc(/C(C)=N/NC(=O)c2ccc(CN3CCOCC3)cc2)cc1
    1%	-43%[inhibitor]	?	11%	2%	0%	?	-2%
- Oc1cccc(C=NCc2ccccc2)c1O
    ?	25%	8.9µM*	13µM*	66%[activator]	-23%	-6%	-4%
- COc1ccc(NC2=NCC(=O)N2c2ccccc2F)cc1
    -16%	-8%	-4%	2%	3%	-5%	8%	0%
- CC(C)OC(=O)/C(=C\c1ccc2c(c1)c1ccccc1n2C)NC(=O)c1ccccc1
    7%	-7%	?	?	4%	-5%	-1%	1%
- Cc1nc(/N=C(\N)N(C)C)[nH]c(=O)c1C
    -1%	nt	nt	-1%	-3%	i	nt	-5%
- C[C@@H](C(=O)Nc1ccc2ccccc2c1)[C@@H]1C[C@@]1(C)[C@@H](N)c1ccccc1
    -1%	-4%	0%	11%	5%	i	nt	0%
- COc1cccc(/C=C2\SC(=O)N(CCC(=O)NNC(=O)c3ccccc3Cl)C2=O)c1
    -14%	21%	?	?	7%	-2%	-10%	0%
- CCOC(=O)Cc1nnc(NC(=O)COc2ccc(C)cc2)s1
    -5%	9%	-3%	0%	-5%	-4%	5%	-4%
- OCCC1CN(Cc2cc(F)ccc2-n2cccn2)CCN1C1CCCC1 (stereo not drawn)
    4%	nt	nt	4%	-4%	-1%	nt	3%
- CN=c1scc(C)n1/N=C/c1cc(Br)c(O)c(OC)c1
    10%	?	?	-9%	-5%	i	-16%[46 µM]	-4%
- CS(=O)(=O)CC(=O)Nc1ccc2nc3n(c(=O)c2c1)CCCCC3
    14%	nt	nt	5%	-2%	-3%	nt	2%
- O=C(COC(=O)c1cnccn1)NCCc1ccc(Cl)cc1Cl
    3%	5%	-4%	-7%	1%	-1%	nt	-2%
- Cc1ccccc1NC(=O)CCN1CCN(Cc2ccccc2)CC1
    -24%	-7%	?	1%	-2%	i	-9%	1%

Looked up by compound from the entries so far:
Values run as follows: TRb-SRC2 inh	SMN2 splice enh	ALDH1A1 block	JMJD2E inh	GoLoco inh red	RECQ1 helicase	Lamin A splicing	TR SRC2 fluor cs
- COc1ccc(C(=O)O/N=C(\C)c2ccccc2)cc1
    3%	-3%	0%	-3%	4%	-3%	2%	-1%
- COc1ccc(NC2=NCC(=O)N2c2ccccc2F)cc1
    -16%	-8%	-4%	2%	3%	-5%	8%	0%

Some of the entries so far, comma-delimited.
canonical_smiles,TRb-SRC2 inh,SMN2 splice enh,ALDH1A1 block,JMJD2E inh,GoLoco inh red,RECQ1 helicase,Lamin A splicing,TR SRC2 fluor cs
C[C@@H](C(=O)Nc1ccc2ccccc2c1)[C@@H]1C[C@@]1(C)[C@@H](N)c1ccccc1,-1%,-4%,0%,11%,5%,i,nt,0%
COc1cccc(/C=C2\SC(=O)N(CCC(=O)NNC(=O)c3ccccc3Cl)C2=O)c1,-14%,21%,?,?,7%,-2%,-10%,0%
CCOC(=O)Cc1nnc(NC(=O)COc2ccc(C)cc2)s1,-5%,9%,-3%,0%,-5%,-4%,5%,-4%
OCCC1CN(Cc2cc(F)ccc2-n2cccn2)CCN1C1CCCC1 (stereo not drawn),4%,nt,nt,4%,-4%,-1%,nt,3%
CN=c1scc(C)n1/N=C/c1cc(Br)c(O)c(OC)c1,10%,?,?,-9%,-5%,i,-16%[46 µM],-4%

Carrying on:
Values run as follows: TRb-SRC2 inh	SMN2 splice enh	ALDH1A1 block	JMJD2E inh	GoLoco inh red	RECQ1 helicase	Lamin A splicing	TR SRC2 fluor cs
- c1ccc(CSc2ccc(-c3cccnc3)nn2)cc1
    0%	?	-3%	4%	20%	-7%	nt	-4%
- Cc1oc2ccc(OCc3ccc(F)cc3)cc2c1C(=O)O
    -3%	-14%	-7%	-9%	5%	-3%	?	-2%
- CCC(=O)Nc1ccccc1Oc1ccccc1
    -1%	14%	2%	-4%	2%	i	-8%	0%
- c1ccc2cc(OCc3nc4ccccc4[nH]3)ccc2c1
    11%	2.8µM*	1%	-6%	-8%	-6%	?	4%
